# GPR119 beta-arrestin: off-target GPR119 activation – cell-based, PathHunter beta-arrestin, luminescence, set 2, counter-screen for GPR151 activator project, confirmation (AID 1508607); Glucose-dependent insulinotropic receptor (Homo sapiens); GPR119 PathHunter beta-arrestin cells, luminescence, 90 min; active compounds read high; activation, % at 11.2 µM; 0.9% of 2,300 active;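 active = mean percent activation across replicates above the counterscreen hit cutoff of 9.17%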;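 note: 0% = median of sample wells and 100% = wells given EA reagent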
# GPR151 activators: GPR151 activators, triplicate retest, confirmation, cell-based, PathHunter beta-arrestin, luminescence, set 2 (AID 1508608) | G-protein coupled receptor 151 (Homo sapiens) | GPR151 PathHunter beta-arrestin cells, luminescence, 90 min; active compounds read high; 100% = signal from added EA reagent | activation, % at 11.2 µM | 0.9% of 2,300 active;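 active = mean activation across replicates above 26.72%, the hit cutoff set for this confirmation screen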;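 note: 0% = plate median of compound wells and 100% = EA reagent high control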
# Starred values were filed as active, the others as inactive. This is a subset; count on the stated rates, not on these rows.
SMILES,GPR119 beta-arrestin,GPR151 activators
O=C(CSc1nc(-c2ccccc2)cn1-c1ccccc1)Nc1ccccc1Cl,-2.2,6.4
COc1cc(S(=O)(=O)N2CCN(c3ccc(C)c(C)c3)CC2)ccc1F,1.4,3.6
CC(=O)Nc1ccc(S(=O)(=O)Nc2nccs2)cc1,0.0,7.4
Cc1ccc(NC(=S)c2ccncc2)cc1,1.3,0.0
COc1ccc(OC)c(C=Nc2cc(Cl)c(N)c(Cl)c2)c1,1.9,-0.6
Nc1c(C(=O)Nc2nc(-c3ccccc3)cs2)sc2nc3c(cc12)CCCCC3,-4.1,-4.4
O=C(NC1CCCCC1)c1cc(-c2ccccc2)nc2ccccc12,5.7,6.7
O=C(Cn1cc([N+](=O)[O-])cn1)Nc1ccc(-c2noc(Cc3ccccc3)n2)cc1,-1.7,0.1
C[C@@H]1CN(C(=O)c2nc3ccc(Cl)cn3c2CN(C)Cc2ccon2)C[C@H](C)O1,4.4,2.2
CCOC(=O)Cn1c(=O)oc2cc(S(=O)(=O)N(CC(C)C)CC(C)C)ccc21,-0.1,-1.6
Fc1ccccc1NC(=S)NCCCn1ccnc1,1.6,-2.3
COc1ccc(NC(=O)C2=C(C)NC(=S)NC2c2ccc(Br)cc2)c(OC)c1 (stereo unspecified),3.5,-2.4
COc1ccc(/C(C)=N/NC(=O)C(C)Nc2ccccc2C)cc1 (stereo unspecified),-3.4,-5.9
COc1cc(/C=N/NC(=O)c2cccc(NC(=O)c3ccc(C)cc3)c2)c(O)c([N+](=O)[O-])c1,-2.8,-8.5
COc1ccc(Cc2nnc(Nc3cccc(C)c3)[nH]c2=O)cc1,4.3,3.6
O=C(O)c1cnn2c(C(F)(F)F)cc(-c3ccco3)nc12,2.3,2.0
CN(CC(=O)N1c2ccccc2Sc2ccc(Cl)cc21)Cc1ccccc1,1.4,0.4
CCc1ccc(NC(=O)C(=O)N/N=C/c2cc(OC)c(OC)c(OC)c2)cc1,4.8,4.2
O=C(Nc1cccc(Cl)c1)N[C@H]1C[C@H]2C(=O)N[C@H](CO)C(=O)N2C1,-2.3,-5.0
CCOC(=O)CC(=O)CSc1ccc2nnc(-c3ccc(OC)c(OC)c3)n2n1,0.5,1.2
COc1cc2c(cc1NC(=O)COc1ccc3ccccc3c1)oc1ccccc12,0.2,-4.6
CCCCc1ccc(C2=N/C(=C\c3ccc(F)cc3)C(=O)N2c2ccc(Cl)cc2C)cc1,-4.7,-7.0
O=C(c1cnn(-c2ccccc2)c1-n1cccc1)N1CCOCC1,-3.0,2.8
CCCC(=O)Nc1ccccc1C(=O)Nc1cccc(C(=O)O)c1,5.9,3.6
COC(=O)C1=C(C)N=C2SC(C)C(=O)N2C1c1ccc(Br)cc1 (stereo unspecified),-6.0,-1.4

# Further structures.
SMILES,GPR119 beta-arrestin,GPR151 activators
O=C(N1CCN(c2ccccc2)CC1)C1(S(=O)(=O)c2ccc(Cl)cc2)CC1,-4.1,-3.8
O=c1c(Oc2ccccc2)c(C(F)(F)F)oc2cc(OCc3ccccc3)ccc12,1.8,-1.0
COc1ccc(Cl)cc1Nc1nc(-c2ccccc2F)nc2ccccc12,-2.7,-2.4
Nc1nonc1-n1nnc(C(=O)N/N=C/c2cc(Cl)ccc2O)c1CN1CCOCC1,-1.6,3.9
O=C(NCCCN1CCOCC1)/C(=C/c1ccc(-c2cccc(C(F)(F)F)c2)o1)NC(=O)c1ccc(Cl)cc1,9.3*,23
O=S(=O)(NCCC12CC3CC(CC(C3)C1)C2)c1cccc2ccccc12,0.8,-1.1
CC1=C(C(=O)NCCN2Cc3ccccc3OC(c3ccccc3F)C2)OCCO1 (stereo unspecified),2.6,2.8
Cc1ccc(C(=O)NN=C2CCC(C)CC2)cc1 (stereo unspecified),-2.6,-1.9
O=C(CCCCn1c(=S)[nH]c2ccsc2c1=O)NC1CC1,-2.8,-0.5
O=C(Nc1cc(C(F)(F)F)ccc1Cl)c1ccc(C(=O)C(=O)c2ccccc2)cc1,6.5,-1.7
CCOC(=O)N1CCN(C(=O)c2ccc3c(c2)NC(=O)C(CSCc2cc(C)ccc2C)N3)CC1 (stereo unspecified),2.5,4.8
O=C(CSc1nc(NC2CCCCC2)c2ccccc2n1)c1ccc(F)cc1,-0.8,9.0
CC(=O)Nc1ccc(NC(=O)c2sc3ccccc3c2Cl)cc1,0.7,1.0
O=C(Cc1cn(-c2ccc(Cl)nn2)c2ccccc12)NCCN1CCOCC1,-1.6,-1.3
Cc1ccc(NC(=O)Cn2cnc3sc(C(=O)O)c(C)c3c2=O)cc1Cl,1.1,0.7
CC1=C(Cl)C(=O)C(C(C)C)=C/C1=N\S(=O)(=O)c1cccc([N+](=O)[O-])c1,3.3,1.3
COc1ccc(S(=O)(=O)CCC(=O)Nc2cccc(Cl)c2)cc1,3.2,5.0
Cc1ccc(C2=C/C(=C/c3ccccn3)C(=O)O2)c(C)c1,-3.5,1.6
CC1CC(C)CN(C(=O)Cn2cc(C=O)c3ccccc32)C1 (stereo unspecified),0.1,3.3
O=C1CSC(=S)N1N1C(=O)c2ccc([N+](=O)[O-])cc2C1=O,3.4,-1.9
Cc1[nH]c(=O)[nH]c(=O)c1S(=O)(=O)Nc1ccc(Cl)cc1,-0.5,-1.6
O=C(Nc1nc(-c2ccc(I)cc2)cs1)c1ccc(Cl)s1,-0.2,4.7
O=C(Cn1c(=O)n(Cc2ccccc2Cl)c(=O)c2cccnc21)Nc1ccc(F)cc1,-0.4,-1.3
CCOc1ccc(NC(=O)CC(Cc2ccc(OC)cc2)C(=O)O)cc1 (stereo unspecified),-1.5,-3.5
CSC1=NCCN1C(=O)c1ccc(S(=O)(=O)N2CCCC2)cc1,-0.7,6.1

# Quoted from the listing.
# O=C(Nc1cc(C(F)(F)F)ccc1Cl)c1ccc(C(=O)C(=O)c2ccccc2)cc1 in GPR151 activators is listed with -1.7
# COc1cc(/C=N/NC(=O)c2cccc(NC(=O)c3ccc(C)cc3)c2)c(O)c([N+](=O)[O-])c1 in GPR119 beta-arrestin is listed with -2.8

# Continuation.
SMILES,GPR119 beta-arrestin,GPR151 activators
O=C(O)C1OC2OC3(CCCCC3)OC2C2OC3(CCCCC3)OC12 (stereo unspecified),1.8,2.6
Cc1ccc2c(c1)-c1c(cnn1CC(=O)NCCCN1CCCCC1)CO2,-1.3,-1.6
COc1ccc(CCNc2ccnc(Nc3ccc(N4CCOCC4)cc3)n2)cc1,11*,29*
O=C(C1CCN(c2nc3nonc3nc2N2CCSCC2)CC1)N1CCOCC1,2.6,3.0
CCC(CC)C(=O)Nc1nnc(SCC(=O)Nc2ccccc2)s1,-1.2,-1.4
Fc1ccccc1COc1ccc(-c2nnc3ccc(C(F)(F)F)cn23)cc1,2.6,-5.1
COc1ccc(-c2cc(C(F)(F)F)n3ncc(C(=O)O)c3n2)cc1,0.8,-2.3
COc1ccc(OCC(=O)N2c3ccccc3Sc3ccc(C(F)(F)F)cc32)cc1,-1.6,3.4
Cc1ccc(N(C(=O)C2CCCO2)C2C=CS(=O)(=O)C2)cc1Cl (stereo unspecified),1.5,0.6
O=C1NC(=Nc2ccccc2Cl)S/C1=C/c1cccc(Cl)c1Cl,-2.2,0.5
COc1ccc(Br)cc1C(=O)NCC1COc2ccccc2O1 (stereo unspecified),1.6,5.8
CO[C@@H]1C[C@@H](C)SC(SC)=N1,-3.9,-4.2
COc1cc(-c2cc(C(=O)O)c3c(OC)c(OC)c(OC)cc3n2)ccc1O,3.3,2.6
N#CCCN1CCN(c2ccc(F)cc2[N+](=O)[O-])CC1,3.9,10
COc1ccc(O)c(/C=N/NC(=O)Cn2nnc3ccccc32)c1,-1.2,-2.7
CCn1cc(/C=C2\C(=O)NC(=O)N(c3ccccc3)C2=O)c2ccccc21,-3.5,-7.8
CCOC(=O)C1CCN(c2c(N(CC)CC)c(=O)c2=O)CC1,0.0,-0.6
CC1(C)CC(=O)C2=C(C1)OC1=C(C(=O)CC(C)(C)C1)C2c1ccc(-c2nnc(N)s2)cc1,4.2,0.8
CCc1ccc(/C=C2/Sc3ccccc3N(CC(=O)NCCOC)C2=O)cc1,1.7,-1.6
CCOc1ccccc1CN1CCN(Cc2cccc(OC)c2)CC1CCO (stereo unspecified),3.5,13
CN(Cc1ccco1)S(=O)(=O)c1nnc(NC(=O)C23CC4CC(CC(C4)C2)C3)s1,1.3,2.7
Cc1c(C(=O)NCCC2CCCN2C)sc2ncnc(NCc3ccco3)c12 (stereo unspecified),3.3,5.1
COCCNC(=O)Cn1c(=O)n(-c2ccc(F)cc2F)c(=O)c2sccc21,1.2,4.1
COc1ccc(-c2cc(-c3ccccc3)c(C#N)c(SCC3(O)CCCCC3S(C)=O)n2)cc1 (stereo unspecified),7.9,0.1
CC(=O)c1ccc(NCN2C(=O)C3CC=C(Cl)CC3C2=O)cc1 (stereo unspecified),2.2,4.8

# Reprinted from the results shown, 18 compounds:
SMILES,GPR119 beta-arrestin,GPR151 activators
O=C(O)C1OC2OC3(CCCCC3)OC2C2OC3(CCCCC3)OC12 (stereo unspecified),1.8,2.6
Cc1ccc2c(c1)-c1c(cnn1CC(=O)NCCCN1CCCCC1)CO2,-1.3,-1.6
COc1ccc(CCNc2ccnc(Nc3ccc(N4CCOCC4)cc3)n2)cc1,11*,29*
O=C(C1CCN(c2nc3nonc3nc2N2CCSCC2)CC1)N1CCOCC1,2.6,3.0
CCC(CC)C(=O)Nc1nnc(SCC(=O)Nc2ccccc2)s1,-1.2,-1.4
Fc1ccccc1COc1ccc(-c2nnc3ccc(C(F)(F)F)cn23)cc1,2.6,-5.1
COc1ccc(-c2cc(C(F)(F)F)n3ncc(C(=O)O)c3n2)cc1,0.8,-2.3
COc1ccc(OCC(=O)N2c3ccccc3Sc3ccc(C(F)(F)F)cc32)cc1,-1.6,3.4
Cc1ccc(N(C(=O)C2CCCO2)C2C=CS(=O)(=O)C2)cc1Cl (stereo unspecified),1.5,0.6
O=C1NC(=Nc2ccccc2Cl)S/C1=C/c1cccc(Cl)c1Cl,-2.2,0.5
COc1ccc(Br)cc1C(=O)NCC1COc2ccccc2O1 (stereo unspecified),1.6,5.8
CO[C@@H]1C[C@@H](C)SC(SC)=N1,-3.9,-4.2
COc1cc(-c2cc(C(=O)O)c3c(OC)c(OC)c(OC)cc3n2)ccc1O,3.3,2.6
N#CCCN1CCN(c2ccc(F)cc2[N+](=O)[O-])CC1,3.9,10
COc1ccc(O)c(/C=N/NC(=O)Cn2nnc3ccccc32)c1,-1.2,-2.7
CCn1cc(/C=C2\C(=O)NC(=O)N(c3ccccc3)C2=O)c2ccccc21,-3.5,-7.8
CCOC(=O)C1CCN(c2c(N(CC)CC)c(=O)c2=O)CC1,0.0,-0.6
CC1(C)CC(=O)C2=C(C1)OC1=C(C(=O)CC(C)(C)C1)C2c1ccc(-c2nnc(N)s2)cc1,4.2,0.8

# More records follow:
SMILES,GPR119 beta-arrestin,GPR151 activators
Cc1cc(Br)ccc1Nc1nc(-c2ccccc2F)nc2ccccc12,2.2,7.5
CC(C)(C)c1ccc(S(=O)(=O)c2n[nH]n3c2nc(=O)c2ccccc23)cc1,-0.3,2.3
O=C(/C=C/c1cccc([N+](=O)[O-])c1)NC1C2CC3CC(C2)CC1C3 (stereo unspecified),5.5,10
Cc1cccc(C(=O)NC(=S)Nc2ccc(-c3nc4ccccc4o3)cc2)c1,2.7,3.8
COc1ccc(CCN2C(=O)c3ccc(Oc4ccc(Nc5ncnc6ccccc56)cc4)cc3C2=O)cc1OC,4.8,41*
c1ccc2c(c1)ncn2CNn1cnnc1,-1.9,2.2
CCCc1c(C)nc2c(C(=O)NCc3ccc(F)cc3)c[nH]n2c1=O,2.2,4.3

# Source: PubChem
